Assay outcomes as filed in PubChem BioAssay.
INS-1E GSIS act = primary screen for activators of insulin secretion dependent on glucose, INS-1E cells, GLuc reporter luminescence | activation, % at 16.6 µM | 0.61% of 370,000 active | AID 743287 | INS-1E GLuc reporter insulin secretion, 2-3 h;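 active = lowest replicate activation of at least 40%, so every replicate reaches that level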;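 note: 0% = median of neutral control wells and 100% = median of IBMX positive control wells; some compounds called inactive have numbers as strong as hits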
PAX8 inh HTS = lowers PAX8-driven luciferase in RMG-I cells; RMG-I TPO-luciferase reporter, SteadyGlo, 24 h; inhibition, % at 12.6 µM; 1.2% of 360,000 active; AID 652154;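 active = mean replicate inhibition at least 60% with every replicate also reaching 60%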;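 note: luciferase light reporting Pax8 driven TPO promoter activity; plate controls were median of neutral control wells for no effect and mitoxantrone controls for full effect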
Cneo AK release = causes C. neoformans cell lysis; adenylate kinase release luminescence, 4 h; normalised: neutral wells 0, clomiphene wells 100; lysis activity, % at 15 µM; 0.2% of 360,000 active; AID 651654;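 active = mean lysis activity across replicates of at least 80%, whatever share of replicates individually reach that level; inactive = mean lysis activity below 80%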
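Material: C. neoformans cells; Schedule: 4 h static compound exposure, 37 °C, read 1 h post-reagent; Measured by: adenylate kinase release luminescence; Read-out: signal increase indicating cell lysis; Controls: Clomiphene as positive lysis control.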
PGC1a acetyl inh = PGC1a acetylation modulation, inhibitor mode; AID 651687; U2OS PGC1a acetylation, AlphaScreen anti-acetyl-lysine; with virally co-expressed GCN5 acetyltransferase; inhibition, % at 15.6 µM; 0.17% of 350,000 active;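 active = every replicate shows inhibition of at least 40%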;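 note: 0% = neutral control wells and 100% = positive control wells; some results beyond the cut were filed as inactive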
PglD inh = blocks C. jejuni PglD acetyltransferase activity | purified PglD enzyme, DTNB colorimetric CoA detection | inhibition, % at 12.5 µM | 0.098% of 360,000 active; in the data active = inhibition above about 16%, passing the limit was not always enough; note: strong numbers were not always called active
LGR2 antag = blocks bursicon-induced cAMP signaling via Drosophila LGR2. inhibition, % at 9.99 µM. HEK293 LGR2, CRE-luciferase, bursicon-stimulated, 4 h. 0.35% of 380,000 active;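 active = drop in luminescence signal, shown as inhibition above about 50% in the replicate tests, limit read from the data, passing the limit was not always enough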;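 note: agonist challenge used bursicon conditioned medium at about half maximal strength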
ARNT-TACC3 inh = disrupts binding between human ARNT and TACC3 | Q9Y6A5 | AlphaScreen His-ARNT PAS-B/GST-TACC3 binding, luminescence; TACC3 fragment carries E629A point mutation | inhibition, % at 9.99 µM | 0.66% of 390,000 active;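 active = mean inhibition of replicates at least 50% and at least half of replicates each reaching 50%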;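 note: 0% = complete ARNT plus TACC3 wells and 100% = ARNT alone without TACC3; many hits fall short of the cut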
C2C12 statin = protects C2C12 myotubes from simvastatin toxicity; ATP luminescence, 48 h; scaled: DMSO 0, geranylgeraniol control 100; rescue of ATP level, % at 7.49 µM; 0.78% of 330,000 active;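 active = mean ATP rescue above about 67%, or every replicate alone reaching that limit, limit read from the data, passing the limit was not always enough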;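 note: myotubes were challenged with 10 µM simvastatin during compound exposure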
Starred values were filed as active, the others as inactive; / = not tested or not shown; & = joins results of further samples.

Order of results – PGC1a acetyl inh	LGR2 antag	ARNT-TACC3 inh	PglD inh	PAX8 inh HTS	INS-1E GSIS act	C2C12 statin	Cneo AK release
1) COc1cc(CN2CCCC(C)C2)ccc1OCc1ccccc1 (configuration not stated)
→ -4	-12	4	-7	10	5	3	1
2) Cc1ccc(OCC(=O)N/N=C/C=C/c2ccco2)c(Br)c1
→ /	-11	/	5	/	-9	2	0
3) C[C@H]1CN([C@@H](C)CO)C(=O)Cc2cc(NS(=O)(=O)c3cn(C)cn3)ccc2O[C@@H]1CN(C)CC1CC1
→ 6	7	-1	-9	/	10	-3	1
4) COc1cc(NC(=O)c2ccccc2)c(OC)cc1NC(=O)CN1CCN(c2ccccn2)CC1
→ -31	/	-5	0	/	/	-4	0
5) Cc1ccc(-c2nnc(SCC(=O)N3c4ccccc4NC(=O)C3(C)C)n2N)cc1
→ /	/	0	-3	13	/	/	2
6) COc1ccc(S(=O)(=O)N(C)C[C@@H]2Oc3ccc(NC(=O)Nc4ccccc4)cc3C(=O)N([C@H](C)CO)C[C@H]2C)cc1
→ -2	13	10	4	/	-7	-29	-1
7) CC(=O)Nc1ccc2c(c1)C(=O)N(C)[C@@H]1CC[C@H](CC(=O)NCC3CCCCC3)O[C@@H]1CO2
→ -5	-5	-4	1	-15	-6	-2	1
8) FC(F)(F)c1cccc(NC(=S)Nc2cccc(Cl)c2)c1
→ 3	/	0	-1	/	/	1	5
9) CC(C)c1ccc(NC(=O)C2Cc3c(-c4cccc(F)c4)ccnc3O2)cc1 (configuration not stated)
→ -2	9	/	-2	5	-19	-18	11
10) COc1ccc2c(c1)C1(Nc3ccccc3-c3nc4ccccc4n31)C(=O)N2 (configuration not stated)
→ /	/	5	1	-8	/	24	-2
11) COC(=O)C1=C(C)NC(C)=C(C(=O)OC)C1c1ccc(-c2cccc(Cl)c2Cl)o1
→ /	-12	-5	0	-10	-22	1	2
12) CC1CC(=NNC(=O)C2COc3ccccc3O2)CC(C)(C)C1 (configuration not stated)
→ 14	-1	6	0	-3	/	-16	2
13) COc1ccc(NCC(=O)n2c(C)c(C)c3ccccc32)cc1OC
→ 9	8	5	/	44	2	/	/
14) CCC1CCCCN1C(=O)CSc1nnc(-c2ccc3c(c2)OCCO3)o1 (configuration not stated)
→ -14	6	-6	-4	/	4	-1	5
15) Cc1ccc(C(=O)Nc2nnc(Cc3ccccc3)s2)cc1
→ 6	-2	5	-1	-5	-1	3	4
16) CC1CCN(c2nc3ccc(C(=O)O)cc3s2)CC1
→ -7	/	-8	8	/	/	10	-4
17) O=c1c2ccccc2ncn1-c1cccc(Br)c1
→ 11	1	28	-1	7	12	-2	-10
18) CC1(C(=O)Nc2ccc(Cl)c(C(F)(F)F)c2)Cc2c(-c3ccccc3)ccnc2O1 (configuration not stated)
→ /	-14	/	-2	5	/	3	-2
19) O=C(c1cc2cc(Cl)ccc2[nH]1)N1CCN(c2ccccc2F)CC1
→ /	6	-10	-4	0	3	-13	-1
20) Cc1c(C(=O)OC(C)C)sc2nc[nH]c(=O)c12
→ 13	8	-2	/	/	25	3	/

Order of results – PGC1a acetyl inh	LGR2 antag	ARNT-TACC3 inh	PglD inh	PAX8 inh HTS	INS-1E GSIS act	C2C12 statin	Cneo AK release
21) CCNC(=O)C[C@@H]1CC[C@@H]2[C@H](COC[C@@H](O)CN2C(=O)c2cccnc2)O1
→ 0	-18	-8	0	-3	15	-3	-1
22) CCC(=O)c1ccc(OCC(O)Cn2c(C)nc3ccccc32)cc1 (configuration not stated)
→ 9	/	7	6	-17	/	-5	-4
23) O=C(c1cccc(F)c1)N1CCCCN2[C@H](CO)[C@@H](c3ccc(-c4ccc(F)cc4)cc3)[C@@H]2C1
→ 0	/	6	-1	12	/	/	-3
24) Cc1csc(NC(=O)c2cccc(S(=O)(=O)N3CCN(C)CC3)c2)n1
→ 4	7	18	/	-71	-14	/	/
25) C[C@H]1CN([C@@H](C)CO)C(=O)c2cc(NS(=O)(=O)c3ccccc3)ccc2O[C@H]1CN(C)C(=O)Nc1ccc(C(F)(F)F)cc1
→ 0	27	/	/	4	-11	2	/
26) CC(=O)NC(Cc1ccccc1)C(=O)N1CCN(C(=O)c2cccs2)CC1 (configuration not stated)
→ -3	13	-2	0	/	24	-8	4
27) CN(Cc1c(F)cccc1Cl)S(=O)(=O)c1cccs1
→ /	8	6	1	-13	14	-9	-5
28) COC(=O)c1ccc(/C(O)=C(\C#N)c2nc3ccccc3s2)cc1
→ 8	/	11	-1	/	/	-1	-1
29) CN(C(=O)/C=C/c1ccccc1)C1CCCCC1
→ 1	-36	/	-2	-169	/	/	-7
30) COCC(=O)N[C@@H]1CC[C@H](CC(=O)NCc2ccccc2OC)O[C@@H]1CO
→ 0	12	1	5	15	2	3	0
31) C[C@@H]1CN([C@@H](C)CO)C(=O)c2cc(NC(=O)Nc3ccc(C(F)(F)F)cc3)ccc2O[C@H]1CN(C)Cc1ccncc1
→ 6	23	1	-1	22	-7	-65	4
32) Cc1ccc(S(=O)(=O)N2CCN(CCOc3c(Cl)cccc3Cl)CC2)cc1C
→ 9	-1	-29	1	2	-7	-13	2
33) O=C(Cc1cccs1)N1CCN(c2ccc(F)cc2)CC1
→ -3	7	-5	5	/	6	25	0
34) N=C(N)SCCc1cccc(CCSC(=N)N)c1
→ -5	6	1	-2	-43	7	-2	3
35) C/C(=C\C#N)n1nc(C)cc1N
→ 3	/	-2	0	/	/	5	1
36) COCCNC(=O)C(c1ccc(OC)cc1)N(CCOC)C(=O)CCC(=O)Nc1nccs1 (configuration not stated)
→ 0	0	-3	-2	-9	46	-9	0
37) COc1ccc(CCNC(=O)c2ccc3nc(N4CCCCC4)sc3c2)cc1OC
→ -35	-30	-9	-4	-110	3	18	-1
38) Cc1noc(C)c1S(=O)(=O)N(C)C[C@H]1Oc2ccc(NS(=O)(=O)c3cn(C)cn3)cc2C(=O)N([C@H](C)CO)C[C@H]1C
→ -9	7	-10	-3	/	10	-13	2
39) COc1cc(/C=N/NC(=O)c2ccoc2C)cc(OC)c1OC
→ 6	/	-14	5	/	0	0	1
40) C/C(=N/OCO/N=C(\C)c1ccccc1F)c1ccccc1F
→ /	-10	-3	-5	-19	-3	/	2

Profiles, quoted from the list. Order of screens: PGC1a acetyl inh | LGR2 antag | ARNT-TACC3 inh | PglD inh | PAX8 inh HTS | INS-1E GSIS act | C2C12 statin | Cneo AK release
Record of CN(C(=O)/C=C/c1ccccc1)C1CCCCC1 = 1 | -36 | / | -2 | -169 | / | / | -7
Record of COc1ccc(CCNC(=O)c2ccc3nc(N4CCCCC4)sc3c2)cc1OC = -35 | -30 | -9 | -4 | -110 | 3 | 18 | -1
Record of Cc1noc(C)c1S(=O)(=O)N(C)C[C@H]1Oc2ccc(NS(=O)(=O)c3cn(C)cn3)cc2C(=O)N([C@H](C)CO)C[C@H]1C = -9 | 7 | -10 | -3 | / | 10 | -13 | 2
Record of CCNC(=O)C[C@@H]1CC[C@@H]2[C@H](COC[C@@H](O)CN2C(=O)c2cccnc2)O1 = 0 | -18 | -8 | 0 | -3 | 15 | -3 | -1
Record of Cc1csc(NC(=O)c2cccc(S(=O)(=O)N3CCN(C)CC3)c2)n1 = 4 | 7 | 18 | / | -71 | -14 | / | /

(continued)
Order of results – PGC1a acetyl inh	LGR2 antag	ARNT-TACC3 inh	PglD inh	PAX8 inh HTS	INS-1E GSIS act	C2C12 statin	Cneo AK release
41) COC(=O)c1oc2ccc(OC)cc2c1N
→ -7	/	-3	-7	-78	/	-18	-2
42) O=C(c1ccc(Br)s1)N1CCN(c2ccccn2)CC1
→ /	11	1	-5	/	-16	-5	-5
43) Cc1ccc(N(C)S(=O)(=O)c2ccc(C)cc2)cc1
→ -15	/	2	-5	/	/	2	-9
44) CC1C(=O)N(Cc2cn(CC3CCCCC3)nn2)CCS(=O)(=O)N1Cc1ccc(-c2cccc(N(C)C)c2)cc1 (configuration not stated)
→ 12	0	/	2	26	2	-20	0
45) COc1ccc(S(=O)(=O)Nc2ccc3c(c2)OC[C@H](C)NC[C@H](C)[C@H](OC)CN(C)C3=O)cc1
→ -1	30	-2	-4	-3	8	-16	-1
46) C/C(N)=C(/C#N)C(=O)COC(=O)CNS(=O)(=O)c1c(F)cccc1F
→ 13	-18	3	-3	-12	-4	10	-2
47) O=C(O)CN1C(=O)/C(=C\c2cccc(OCc3ccccc3F)c2)SC1=S
→ 0	10	-6	-6	-7	4	-6	-7
48) Cc1cccc(NC(=O)c2c(C)nc3ccccn23)c1
→ -24	/	5	6	-104	/	-5	3
49) CCOc1ccc(NC(=O)CCCCn2c(=O)[nH]c3ccsc3c2=O)cc1
→ -9	-1	-5	1	-11	2	-6	4
50) CCNC(=O)C[C@@H]1CC[C@@H]2[C@@H](COc3ccc(NC(=O)Nc4ccccc4C)cc3C(=O)N2C)O1
→ 0	-5	0	-1	-17	-6	7	-2
51) Cc1[nH]c(C)c(S(=O)(=O)N(C)Cc2ccccc2)c1C(=O)N1CCCCC1
→ 3	-1	2	-5	11	-10	28	-7
52) Cc1noc(C)c1NC(=O)Nc1ccc2c(c1)C(=O)N([C@H](C)CO)C[C@H](C)[C@H](CN(C)C(=O)CCCN(C)C)OCCCC[C@@H](C)O2
→ -2	-22	-2	1	-19	5	6	-2
53) CCCCS(=O)(=O)N1CCN(S(=O)(=O)c2cccs2)CC1
→ /	5	-3	7	-8	-9	2	0
54) O=C(NCC[C@H]1CC[C@H](NC(=O)C2CCCC2)[C@@H](CO)O1)c1cnccn1
→ 9	-4	-4	4	13	1	1	1
55) COC(=O)c1ccc(NC(=O)COc2ccc(S(=O)(=O)NC(C)C)cc2)cc1
→ 13	/	-18	-3	/	/	15	0
56) CCN(CCS(=O)(=O)c1ccc(Br)cc1)Cc1nc2ccccc2c(=O)[nH]1
→ -19	-1	-4	-9	8	0	17	-1
57) COc1cccc(CN2CCC(C(=O)Nc3ccc(Oc4cccnc4)cc3)CC2)c1
→ 3	-12	-7	-1	/	23	/	-1
58) CSc1sc2ccccc2[n+]1CCCS(=O)(=O)[O-]
→ -1	-7	17	3	/	-3	-4	-3
59) COc1ccc(/C=C2/C(=O)ON=C2C)cc1Br
→ /	21	11	7	14	7	20	-2
60) COC(=O)C[C@H]1CC[C@H]2[C@H](COc3ccc(NC(=O)c4cccc(F)c4)cc3C(=O)N2C)O1
→ -11	6	3	0	0	0	-4	1

Order of results – PGC1a acetyl inh	LGR2 antag	ARNT-TACC3 inh	PglD inh	PAX8 inh HTS	INS-1E GSIS act	C2C12 statin	Cneo AK release
61) Cc1[nH]nc(N=CC2=C(O)CC(C)(C)CC2=O)c1-c1ccc(Cl)cc1
→ 1	-32	5	-2&-4	3	-12	-5&-8	0&-3
62) O=C(C[C@@H]1CC[C@@H]2[C@H](COC[C@H](O)CN2Cc2ccccc2)O1)N1CCOCC1
→ -1	8	-6	-1	-8	-5	29	4
63) CCC1CCc2sc(C(=O)N(C)CC(=O)Nc3cccc(OC)c3)cc2C1 (configuration not stated)
→ -6	-2	-19	-2	-8	-2	-13	1
64) O=C(CSc1nnc(SCc2ccc(Cl)cc2)s1)N1CCN(C(=O)c2ccco2)CC1
→ 0	/	3	-12	0	/	4	2
